# TRHR enhancer: allosteric enhancers of human TRH receptor. P34981. TRHR cells, fluo-8 calcium fluorescence, EC20 TRH enhancement. enhancement, % at 2 µM. 360,000 compounds, 0.66% hits. AID 493056; in the data active = enhancement above about 30%; note: 0% is about no effect
# Target sequence (P34981 whole entry, looked up): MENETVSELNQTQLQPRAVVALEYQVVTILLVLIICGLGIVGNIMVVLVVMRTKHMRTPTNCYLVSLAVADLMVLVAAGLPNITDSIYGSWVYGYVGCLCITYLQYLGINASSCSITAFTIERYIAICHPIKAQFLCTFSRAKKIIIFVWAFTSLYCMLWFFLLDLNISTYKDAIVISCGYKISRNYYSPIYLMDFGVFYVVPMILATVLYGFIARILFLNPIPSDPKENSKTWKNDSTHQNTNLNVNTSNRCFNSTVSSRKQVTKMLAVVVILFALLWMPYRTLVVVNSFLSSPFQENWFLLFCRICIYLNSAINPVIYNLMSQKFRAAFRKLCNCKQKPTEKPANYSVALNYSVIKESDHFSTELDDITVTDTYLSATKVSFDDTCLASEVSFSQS
#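 Enhancer read-out: after compound pinning and an initial kinetic agonist-mode read, an EC20 of TRH (10 nM final) was injected and fluo-8 calcium signal (Ex 480/Em 530) followed at 1 s/cycle for 100 cycles in TRHR-expressing cells.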
# D1 antagonist: antagonists of human D1 dopamine receptor; HEK293 TREx D1 cells, calcium flux, dopamine EC80; hits give low values; activity change, negative = inhibition, % at 10 µM; 360,000 compounds, 3.2% hits; AID 504652; in the data active = activity change below about -30%; note: % is set by controls: 0 for no effect and ±100 for the full control effect
# Target sequence (P21728 whole entry, looked up): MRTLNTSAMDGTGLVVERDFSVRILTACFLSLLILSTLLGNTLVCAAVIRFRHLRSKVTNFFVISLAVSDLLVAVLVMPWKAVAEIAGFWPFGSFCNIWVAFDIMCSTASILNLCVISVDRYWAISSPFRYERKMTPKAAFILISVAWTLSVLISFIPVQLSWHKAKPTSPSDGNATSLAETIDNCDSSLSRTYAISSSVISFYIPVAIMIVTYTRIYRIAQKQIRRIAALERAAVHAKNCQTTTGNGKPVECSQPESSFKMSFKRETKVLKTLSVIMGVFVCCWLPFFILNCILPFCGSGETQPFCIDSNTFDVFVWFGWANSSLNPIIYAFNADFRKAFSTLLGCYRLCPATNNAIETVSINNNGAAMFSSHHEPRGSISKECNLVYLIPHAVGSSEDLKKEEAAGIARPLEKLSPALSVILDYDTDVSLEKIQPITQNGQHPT
#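 Compound effects on dopamine-evoked calcium signalling were measured in tetracycline-induced HEK293 Trex D1 cells. Dopamine at EC80 followed a 180 s compound pre-read, and fluorescence was tracked kinetically for 180 s more.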
# D2 agonist: agonists of human D2 dopamine receptor | HEK293 T-REx D2 cells, calcium flux agonist mode | P14416 | 340,000 compounds, 0.53% hits | activation, % at 2 µM | AID 485358;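 active = activation over 3 SD above normal in the single-dose calcium agonist read, cut at about 30% in these data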; note: 0% is about no effect
#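 HEK293 Trex D2 cells, tetracycline-induced, o/n 30 C 5% CO2; no-wash Ca dye, RT 30–90 min; 10-cycle baseline, 23 nl cpd added, kinetic Ca read 180 s; agonist hits = positive Ca response.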
# RXFP1 antag: antagonists of human relaxin receptor RXFP1; Q9HBX9; HEK293-RXFP1, relaxin-stimulated cAMP HTRF, 30 min; hits give low values; 350,000 compounds, 0.59% hits; AID 1259400; activity change, negative = inhibition, % at 57.5 µM;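 active = activity change of -60% or lower, but not beyond a set lower limit; inconclusive = change between -60% and -40%, or beyond the set limit; inactive = change above -40%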; note: % is set by controls: 0 for no effect and ±100 for the full control effect
# TRHR ag: agonists of human TRH receptor | P34981 | TRHR cells, calcium flux fluo-8, FDSS agonist mode | activation, % at 2 µM | 360,000 compounds, 0.18% hits | AID 493084; note: 0% is about no effect
#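 Fluo-8-loaded TRHR cells; 10 s baseline, compound added, kinetic Ca2+ fluorescence read 1/s, agonist mode.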
# D1 potentiator: potentiators of human D1 dopamine receptor; P21728; AID 504651; HEK293 TREx D1 cells, calcium flux, dopamine EC20 potentiation; 360,000 compounds, 0.036% hits; potentiation, % at 10 µM; in the data active = potentiation above about 30%; note: 0% is about no effect
# D1 ag: agonists of human D1 dopamine receptor; 360,000 compounds, 1% hits; P21728; activation, % at 2 µM; HEK293 T-REx D1 cells, calcium flux, agonist mode; AID 504660; note: 0% is about no effect
#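 Inducible HEK293 T-REx D1 cells, force-coupled to calcium signalling, were plated at 4000 cells/well with tetracycline and held overnight at 30 C. After no-wash calcium dye loading, compound-evoked calcium rise over 180 s flagged agonists.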
# D2 PAM: D2 dopamine receptor (human) potentiation | P14416 | HEK293 T-REx D2, calcium flux, EC20 dopamine potentiation | potentiation, % at 10 µM | 340,000 compounds, 0.34% hits;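 active = potentiation over 3 SD above the plate norm, cut at about 30% in these data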; note: 0% is about no effect
#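 Using a no-wash calcium dye in inducible, force-coupled HEK293 Trex cells expressing D2, we tracked fluorescence each second for 180 s after compound, then for 180 s after EC20 dopamine to detect augmented signalling.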
# D2 antagonist: D2 dopamine receptor (human) antagonism; P14416; HEK293 TREx D2 cells, calcium flux, dopamine EC80; inhibition, % at 10 µM; 340,000 compounds, 2% hits; AID 485344; in the data active = inhibition above about 30%; note: 0% is about no effect
#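 Tetracycline-induced HEK293 TREx cells expressing D2 receptor forced-coupled to calcium signalling, loaded with no-wash calcium dye. Compounds added and calcium flux read 180 s, then dopamine added at EC80 and read a further 180 s.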
# Numbers without * were called inactive; ? = inconclusive; nt = not tested or not shown. Cut-off read from the data, not from the text of the source, unless noted: active = activation above about 30%; inactive = the rest. Rows were taken by chance; about 7.3% have a hit in one of these screens.
# Start of the data: the first two compounds as a preview:
# Values in the order: TRHR ag	D1 antagonist	D2 agonist	RXFP1 antag	D1 potentiator	TRHR enhancer	D2 antagonist	D1 ag	D2 PAM
CC(C)c1cccc(C(C)C)c1NC(=O)c1ccccc1
→ 0.0	-4	-1.5	-9	4	5	43*	1	-12
CCOC(=O)/C(=N\Nc1ccccc1)P(=O)(c1ccccc1)c1ccccc1
→ 0.5	2	3.9	-5	-3	-8	3	11	-3

# The list itself (from the top)
# Values in the order: TRHR ag	D1 antagonist	D2 agonist	RXFP1 antag	D1 potentiator	TRHR enhancer	D2 antagonist	D1 ag	D2 PAM
CC(C)c1cccc(C(C)C)c1NC(=O)c1ccccc1
→ 0.0	-4	-1.5	-9	4	5	43*	1	-12
CCOC(=O)/C(=N\Nc1ccccc1)P(=O)(c1ccccc1)c1ccccc1
→ 0.5	2	3.9	-5	-3	-8	3	11	-3
O=[N+]([O-])c1ccc(COc2ncnc3ccccc23)cc1
→ -0.4	-10	0.6	1	1	-1	-13	3	-2
COc1ccc(-c2c(C)nn3c(C(F)(F)F)cc(-c4ccc(C)cc4)nc23)cc1
→ 1.1	-3	nt	3	-1	-4	nt	3	-4
CC(=O)c1ccccc1NC(=O)COC(=O)CCCN1C(=O)c2cccc3cccc(c23)C1=O
→ -0.3	-21	-0.1	-1	-9	1	-10	2	-3
Cc1ccc(N(C(=O)c2ccco2)C2C=CS(=O)(=O)C2)cc1 (stereo not drawn)
→ 0.6	-13	1.3	8	2	-1	18	2	2
CCOC(=O)C(NC(=O)Nc1ccc(C(N)=O)cc1)(c1ccccc1)C(F)(F)F (stereo not drawn)
→ -0.1	-1	-2.7	0	-7	4	-13	4	8
C=CCc1cccc2cc(C(=O)Nc3ccc(NC(C)=O)cc3)c(=O)oc12
→ 0.2	0	-0.2	-11	8	2	-5	1	-1
Cc1cc(Br)cc(Cl)c1OC(=O)c1cnccn1
→ -0.6	1	-0.4	12	9	-9	14	0	18
CO/N=C(/CN1CCCCC1)c1ccc(Cl)cc1
→ 0.0	4	-2.5	5	-3	12	-11	5	1
CCN(CC)S(=O)(=O)c1ccc(NC(=O)Cn2ncc3c([nH]c4ccccc43)c2=O)cc1
→ 0.3	-2	-1.1	-7	-2	12	nt	2	4
CCCCNC(=O)c1ccc(NC(C)=O)c(Cl)c1
→ -0.3	nt	0.2	-8	0	-4	-17	0	-5
C=CCn1c(SCC(=O)Nc2nnc(CC)s2)nnc1-c1ccncc1
→ 0.4	nt	-2.1	0	4	0	-12	0	-2
O=C(CCc1nnc(-c2ccc3c(c2)OCO3)o1)NCCc1ccccc1F
→ 0.0	22	0.1	3	-10	-2	-1	2	-7
CC(NC(=O)CSc1nc2ccccc2c(=O)n1CCCO)c1ccccc1 (stereo not drawn)
→ 0.8	15	1.4	-15	-1	-5	1	3	0
COc1cccc(/C=C/C(=O)c2cccc([N+](=O)[O-])c2)c1OC
→ -0.1	-8	0.6	?	-4	2	-11	0	7
COc1cc(OC)cc(C(=O)NCC(=O)N2CCCCC2)c1
→ 0.1	-3	0.6	0	-5	2	7	0	-1
COc1cc(CC(=O)Nc2sc3c(c2C(N)=O)CCCC3)cc(OC)c1OC
→ -0.2	-19	0.2	-5	-5	1	2	11	-2
COc1cccc(N2CCN(C(=O)CN(C)S(=O)(=O)c3ccc4c(c3)c(=O)n(C)c(=O)n4C)CC2)c1
→ -0.7	-13	-0.6	5	-4	-4	1	-4	6
Cc1ccccc1NC(=O)COC(=O)CCC(=O)c1cccs1
→ 0.0	-1	-0.3	12	-9	-3	-7	0	4
Oc1ccc(-c2nc3ccc(Cl)cn3c2Nc2ccc3c(c2)OCO3)cc1
→ -1.2	-2	0.0	nt	3	-2	nt	2	13
CC(C)CCNC(=O)CNC(=O)c1cccs1
→ -0.2	-22	0.5	0	-1	4	-9	0	7
CCn1c(=O)cc(OCC(=O)Nc2nc(C)cs2)c2ccccc21
→ -0.2	-9	-2.5	nt	0	-9	9	0	1
CCOC(=O)C1CCN(c2ncnc3c2c(-c2ccccc2)cn3-c2ccccc2)CC1
→ 0.8	-11	0.2	-19	-5	0	-4	1	-2
CCOc1ccccc1N(C)C(=O)C1CCCN(c2ncnc3onc(-c4ccc(F)cc4)c23)C1 (stereo not drawn)
→ -1.5	-9	-0.6	-12	-4	-7	nt	0	-7
O=C(CCl)NC(Cc1c[nH]c2ccc(OCc3ccccc3)cc12)C(=O)O (stereo not drawn)
→ -0.2	-1	0.3	15	-5	28	-16	4	11
Cc1cc(=O)[nH]c(SCc2ccc(Cl)cc2Cl)n1
→ -2.3	4	-0.1	-3	1	7	-12	18	0
COC(=O)c1scc(C)c1-n1ccc(C(=O)C(=O)N(C)C)c1
→ 0.1	5	3.5	-2	1	-5	7	5	9
CCC(=O)N1CCCc2cc(S(=O)(=O)N3CCN(c4ccccc4F)CC3)ccc21
→ 0.0	0	0.6	-3	nt	-8	25	1	-4
C[C@H](NC(=O)c1ccc(Cl)c(S(=O)(=O)N2CCOCC2)c1)c1nc2ccccc2[nH]1
→ -0.5	-1	nt	-2	-1	25	nt	2	-2

# Record cards, from the list above.
# Cc1cc(Br)cc(Cl)c1OC(=O)c1cnccn1 is listed as TRHR ag = -0.6; D1 antagonist = 1; D2 agonist = -0.4; RXFP1 antag = 12; D1 potentiator = 9; TRHR enhancer = -9; D2 antagonist = 14; D1 ag = 0; D2 PAM = 18
# Cc1ccccc1NC(=O)COC(=O)CCC(=O)c1cccs1 is listed as TRHR ag = 0.0; D1 antagonist = -1; D2 agonist = -0.3; RXFP1 antag = 12; D1 potentiator = -9; TRHR enhancer = -3; D2 antagonist = -7; D1 ag = 0; D2 PAM = 4

# The listing continues.
# Values in the order: TRHR ag	D1 antagonist	D2 agonist	RXFP1 antag	D1 potentiator	TRHR enhancer	D2 antagonist	D1 ag	D2 PAM
Cc1sc(NC(=O)Cn2cnnn2)nc1-c1ccc(Cl)cc1
→ -0.4	-23	-0.5	2	-3	6	-7	3	-1
COc1ccc(NC(=O)COC(=O)Cn2cnc3ccccc3c2=O)cc1OC
→ -0.3	-8	0.8	-12	4	-4	-11	3	0
O=P(O)(O)C(O)C(F)(F)C(F)(F)C(F)(F)C(F)F (stereo not drawn)
→ -2.6	-4	-0.8	2	5	2	-8	3	6
O=C(CCN1C(=O)C2C3C=CC(C4CC34)C2C1=O)Oc1cccc2cccnc12 (stereo not drawn)
→ 0.3	6	1.0	-30	-3	-3	22	1	2
COC(=O)c1ccccc1C(=O)N(Cc1cccnc1)CC1CCCN(C2CCCCC2)C1 (stereo not drawn)
→ 0.1	-7	0.8	-4	-3	-1	-2	2	5
CCCc1c(C)c2cccc(C)c2[nH]c1=O
→ -0.7	-15	0.2	-5	-6	-8	4	2	1
COc1ccc(NC(=O)c2cc3ccccc3o2)cc1OC
→ 0.0	-9	-1.2	0	-4	2	-23	6	-22
Cc1ccc(C2(c3ccccc3)NC(=O)N(CC(=O)NCc3ccccc3)C2=O)cc1C (stereo not drawn)
→ 0.6	1	-0.1	-1	4	2	6	5	10
Cc1cc(C)c(C#N)c(N2CCN(c3ccccc3)CC2)n1
→ -0.3	-2	-0.8	-14	2	-6	-8	4	-1
Cc1ccc(-c2onc(C)c2C)cc1S(=O)(=O)N1CCc2ccccc21
→ -0.4	-12	nt	-20	-1	0	nt	26	9
CCOc1ccc(CN2CCNC(=O)C2CC(=O)NC2CCOCC2)cc1 (stereo not drawn)
→ 0.2	-11	0.1	10	3	23	4	4	4
CC1(C)Cc2nc(Cl)c(C#N)cc2CO1
→ 0.3	8	0.2	-14	4	1	-18	1	3
COc1ccc(OC)c(-c2nc(C(=O)NC3CCN(Cc4ccccc4)CC3)cc3c2[nH]c2ccccc23)c1
→ 0.0	2	0.4	nt	-1	-3	81*	2	-24
CN(C)c1ccc(NC2=C(Cl)C(=O)c3ccccc3C2=O)cc1
→ -1.4	-66*	-1.5	23	-13	-11	0	9	-9
CCOC(=O)C1=C(C)NC(c2cccs2)C(=O)N1 (stereo not drawn)
→ -0.7	3	0.9	-16	-10	-6	-4	2	-7
CC(=O)Nc1cccc(OCC(=O)Nc2ccc(F)cc2)c1
→ 0.2	-5	-0.1	-14	0	0	16	2	3
CCOC(=O)c1ccc(N2C(=O)c3n[nH]c(-c4cccs4)c3C2c2cccc(O)c2)cc1 (stereo not drawn)
→ 1.9	34	0.9	nt	4	14	nt	4	3
COC(=O)CSc1cc(C(=O)c2nccn2C)c2ccccc2n1
→ -0.4	1	-2.1	8	-3	5	15	2	-5
COc1ccc(C(C(=O)NC2CCCC2)N(C(=O)c2ccco2)c2cc3c(cc2C(C)=O)OCO3)cc1OC (stereo not drawn)
→ 0.0	-12	0.0	12	4	-13	-12	4	-3
COC(=O)CN1C(=S)N(c2ccc(Cl)cc2)C(=O)C1CC(=O)Nc1ccc(F)cc1 (stereo not drawn)
→ -0.1	-10	0.2	-6	-6	4	-3	16	-1
COc1ccc(S(=O)(=O)c2c(N)n(Cc3ccco3)c3nc4ccccc4nc23)cc1
→ 6.3	-21	1.0	-11	-6	0	6	10	-9
CCCCCc1ccc(OCCCC[n+]2ccccc2)c(CCCCC)c1
→ 0.7	-24	0.1	-6	0	0	-2	96*	-3
CCCc1cc(=O)n2[nH]c(C)nc2n1
→ 0.6	-3	0.0	0	-5	2	-17	2	29
COc1ccc(CNC(=S)Nc2cccc(C)c2C)cc1
→ -1.3	10	-1.4	3	1	-1	-5	0	-2
CC(C)n1c(=O)[nH]c2ccccc21
→ -0.3	2	0.8	-8	1	-2	1	3	3
CCCCCC(=O)Nc1ccc(-c2nnc3n2CCCCC3)cc1
→ 1.1	3	-1.0	8	-1	-11	8	1	-6
CCN(CC)S(=O)(=O)c1ccc(=O)[nH]c1
→ -1.1	22	0.1	1	-3	1	3	-1	-4
Cc1cccc(N2CCN(C(=O)c3cccc(N4CCCC4=O)c3)C(C)C2)c1 (stereo not drawn)
→ -0.3	-24	0.1	-9	-5	-11	-5	5	1
CCNc1nc(N)c(C(=O)C23CC4CC(CC(C4)C2)C3)s1
→ -0.3	21	2.6	-68*	2	6	0	5	2
CCN(Cc1ccccc1)S(=O)(=O)c1ccc(S(=O)(=O)N(Cc2ccccn2)Cc2ccco2)cc1
→ 1.7	1	-0.2	18	5	-2	8	5	15

# (continued)
# Values in the order: TRHR ag	D1 antagonist	D2 agonist	RXFP1 antag	D1 potentiator	TRHR enhancer	D2 antagonist	D1 ag	D2 PAM
COC(=O)C1=C(C)NC2=C(C(=O)C(C(=O)OC)C(c3ccc(OC)cc3)C2)C1c1ccccn1 (stereo not drawn)
→ -0.2	5	0.6	-3	0	-1	4	0	-1
CC1=NN(C(=O)CSCc2ccccc2)C(O)(c2ccc(Cl)cc2)C1 (stereo not drawn)
→ -0.4	-6	nt	-7	-5	8	nt	0	nt
O=C(NCc1ccccc1)C(=O)NCC1OCCCN1S(=O)(=O)c1cccs1 (stereo not drawn)
→ -0.1	-5	0.3	2	-4	2	-24	2	11
O=C1C(Cc2ccccc2)Nc2ncnc(N3CCOCC3)c2N1Cc1ccc(Br)cc1 (stereo not drawn)
→ 0.4	9	0.4	nt	-5	1	0	1	1
COc1ccc(C2=NOC(C(=O)NCc3ccccc3)C2)cc1 (stereo not drawn)
→ -0.2	-13	-0.1	13	1	5	-2	8	-2
